# Screening results as filed in PubChem BioAssay.
# IL1B secr inh – blocks inflammasome-driven IL-1 beta release; THP-1 LPS/ATP IL-1B secretion, AlphaLISA, 16 h; active compounds read low; activity change, % at 57.5 µM; 4.7% of 360,000 active; in the data active = activity change below about -50%; inconclusive = mostly about -30% to -49%; also: % is scaled to controls: 0 for no effect and ±100 for the full control effect
#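 THP-1 cells pretreated 1 hr with compounds (up to 57.5 uM final), then stimulated with LPS (250 ng/mL final) plus ATP (1.25 mM final); secreted IL-1B measured by AlphaLISA after 16 hr, decreased signal indicating inhibition.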
# GLP1R ag – activates the human GLP-1 receptor. P43220. HEK293 GLP-1R CRE-luciferase, luminescence, 4-6 h; cells express a hypersensitive GLP-1R form. Potency, µM (highest dose often 45.6 µM), for inactives: at the highest dose activation, actives largely listed as activators. 0.007% of 380,000 active; also: potency is read from the fitted curve at half-maximal effect; % of control where 0% means no effect
# Target sequence (P43220 whole entry, looked up): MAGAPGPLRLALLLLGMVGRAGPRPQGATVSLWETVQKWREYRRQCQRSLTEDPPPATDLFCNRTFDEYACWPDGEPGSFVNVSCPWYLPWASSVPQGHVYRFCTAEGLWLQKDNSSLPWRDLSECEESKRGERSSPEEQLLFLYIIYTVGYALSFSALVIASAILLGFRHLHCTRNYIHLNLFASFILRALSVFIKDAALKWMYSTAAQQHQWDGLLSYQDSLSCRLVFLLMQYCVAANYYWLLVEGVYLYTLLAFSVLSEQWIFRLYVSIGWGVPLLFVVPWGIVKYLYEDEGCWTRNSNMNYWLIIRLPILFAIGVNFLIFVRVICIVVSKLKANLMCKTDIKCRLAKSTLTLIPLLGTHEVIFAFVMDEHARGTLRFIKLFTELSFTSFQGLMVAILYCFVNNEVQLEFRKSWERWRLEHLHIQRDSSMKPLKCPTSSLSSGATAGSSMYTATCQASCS
# DRD3 agonist – agonists of human D3 dopamine receptor; P35462; D3R DiscoveRx beta-arrestin cells, luminescence, 90 min; max activation, %; 0.58% of 410,000 active; AID 652048; in the data active = max activation above about 30%; also: 0% is about no effect; mostly tested at two doses, the higher about 12 µM
# Target sequence (P35462 whole entry, looked up): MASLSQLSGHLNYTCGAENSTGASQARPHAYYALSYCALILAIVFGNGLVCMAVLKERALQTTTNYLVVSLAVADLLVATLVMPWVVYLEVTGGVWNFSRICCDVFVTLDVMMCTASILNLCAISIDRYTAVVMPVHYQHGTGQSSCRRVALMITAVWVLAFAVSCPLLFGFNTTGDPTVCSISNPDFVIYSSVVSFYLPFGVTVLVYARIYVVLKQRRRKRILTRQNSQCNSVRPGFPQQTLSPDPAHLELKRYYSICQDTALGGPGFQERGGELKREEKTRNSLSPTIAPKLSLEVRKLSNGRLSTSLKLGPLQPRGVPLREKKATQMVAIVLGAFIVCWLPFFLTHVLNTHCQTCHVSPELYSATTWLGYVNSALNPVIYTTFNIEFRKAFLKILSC
#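 Agonist mode: compounds and dopamine controls were applied to plated cells for 90 min at 37 degrees C after an overnight attachment at 1500 cells/well. Luminescent read-out followed 30 - 60 minutes at room temperature with DiscoveRx detection reagent.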
# HT1080NT lethal – kills 2HG-producing HT-1080-NT fibrosarcoma cells | AID 686970 | Potency, µM (series often up to 46.1 µM), without a hit: top-dose activity, negative = less viability, hits mostly cytotoxic | 1.6% of 360,000 active | HT-1080-NT fibrosarcoma viability, CellTiter-Glo ATP luminescence, 48 h;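 also: NT is the 2HG producing partner of a matched IDH1 knockdown line; potency is read from the fitted curve at half-maximal effect; 0% = DMSO-treated cells and -100% = media-only wells without cells; nearly all actives have a fitted effect of over 55% in size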
#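 HT-1080-NT; 750 cells/well; 5% FBS RPMI; 48 h compound, 37 degrees C; CellTiter-Glo luminescence; curve fitting and curve-class assignment.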
# HT1080 IDH1KD tx – kills HT-1080 cells with IDH1 knockdown. HT-1080 IDH1 knockdown viability, ATP luminescence, 48 h. AID 686971. 2% of 360,000 active. Potency, µM (highest dose often 46.1 µM), for the others: top-dose activity, negative = toxicity, hits mostly cytotoxic;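 also: potency is read from the fitted curve at half-maximal effect; 0% = DMSO wells and -100% = cell-free medium wells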
#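 Using the IDH1-knockdown HT-1080 line run in the same batch and compound series as the NT line, viability after 48 h at 37 °C was determined by CellTiter-Glo luminescence and expressed as % activity.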
# KB-3-1 tox – kills parental KB-3-1 adenocarcinoma cells; Potency, µM (highest dose often 46.1 µM), for inactives: at the top dose activity change, negative = cytotoxic, most hits filed as cytotoxic; 1.4% of 400,000 active; KB-3-1 viability, CellTiter-Glo ATP luminescence, 72 h; also: potency is read from the fitted curve at half-maximal effect; % is scaled to controls: 0 for no effect and ±100 for the full control effect; nearly all actives have a fitted effect of over 60% in size
#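 Using CellTiter-Glo luminescence, growth of non-resistant KB-3-1 adenocarcinoma cells is assessed 72 h after pin-tool compound addition at 37 °C. Normalized responses across the concentration series yield fitted curves.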
# SW480 rereplic – DNA re-replication induction in SW480 cells; SW480 DNA re-replication, Hoechst DNA content imaging, 48 h; Potency, µM (series often up to 46.1 µM), for the others: at the highest dose re-replication activation, hits mostly activators; 1.8% of 340,000 active; AID 624297; also: potency is read from the fitted curve at half-maximal effect; % of control where 0% means no effect; nearly all actives have a fitted effect of over 55% in size
#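 Image-based read-out: total Hoechst fluorescence of nuclei (405 nm excitation, 500-530 nm emission), with hits raising the fraction of high-intensity nuclei. SW480 colon cells incubated 48 hr with compounds at 37 C.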
# KB-V1 cytotox – kills drug-selected multidrug resistant KB-V1 cells. Potency, µM (doses to about 46.1 µM), inactives show at the highest dose activity change, negative = cytotoxicity, usual class: cytotoxic. KB-V1 MDR cells viability, CellTiter-Glo, 72 h. 3.4% of 400,000 active; also: potency is read from the fitted curve at half-maximal effect; % is scaled to controls: 0 for no effect and ±100 for the full control effect; nearly all actives have a fitted effect of over 60% in size
#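 KB-V1, DMEM (no phenol red) + 10% FBS; cpd pin-transferred, titration series; 72 h, 37 degrees C; CellTiter-Glo, luminescence. Data normalized, curve-fit.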
# DRD3 antagonist – blocks the human D3 dopamine receptor; D3R cells, DiscoveRx beta-arrestin luminescence, antagonist mode; active compounds read low; max response, negative = inhibition, %; 2.5% of 360,000 active; AID 652054; in the data active = max response below about -50%; inconclusive = no clear call, values can overlap the other calls; also: % is scaled to controls: 0 for no effect and ±100 for the full control effect; mostly tested at two doses, the higher about 12 µM
#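 Cells expressing the human receptor were seeded at 1500 cells/well, incubated overnight at 37 degrees C in 5% CO2, then exposed to library compounds with dopamine controls for 90 minutes at 37 degrees C before luminescent detection.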
# Starred values were filed as active, the others as inactive; u = inconclusive; x = no result given; [ ] = remark or other dose. Unless noted, calls follow the shape of the dose curve; as a rule, active = well fitted curve in the direction sought with a large enough effect; inconclusive = small, poorly fitted or top-dose-only effect, or another doubt; inactive = no such curve, though single readings can be large; an effect the other way counts as inactive or inconclusive.
SMILES,IL1B secr inh,GLP1R ag,DRD3 agonist,HT1080NT lethal,HT1080 IDH1KD tx,KB-3-1 tox,SW480 rereplic,KB-V1 cytotox,DRD3 antagonist
Cc1cc(=O)[nH]c(SCC(=O)Nc2cc(S(=O)(=O)N3CCCC3)ccc2Cl)n1,35,-2%,-2,-5%,-7%,-2%,4%,6%,7
C=CCn1c(SCC(=O)Nc2c(C)n(C)n(-c3ccccc3)c2=O)nc2sc(C)c(-c3ccccc3)c2c1=O,-30,4%,-6,-15%,-26%,-6%,1%,-2%,0
O=c1cc(CSc2nnc(-c3ccco3)o2)c2ccccc2[nH]1,-4,31%,7,11%,u,3%,-2%,-9%,15
COc1ccc(N2C(=O)C3C4C=CC(C4)C3C2=O)nn1 (centres undefined),-9,-6%,7,25%,19%,13%,-11%,22%,7
CC(=O)c1cccc(NC(=O)c2ccc(S(=O)(=O)N3CC(C)OC(C)C3)cc2)c1 (centres undefined),40,3%,-10,-2%[9.24 µM],-1%,-6%,u,13%,-23
O=C(NCCc1ccc2c(c1)OCO2)Oc1ccccc1,1,-6%,7,0%,7%,-6%,x,12%,18
COCCC(=O)N1CCCC(CNS(=O)(=O)c2ccc(OC)cc2)C1 (centres undefined),-10,-1%,-3,-4%,0%,2%,0%,u,-63*
Cn1nc(C(=O)NCCc2ccc3c(c2)OCCO3)c2ccccc2c1=O,16,14%,13,6%,-3%,8%,-9%,-19%,17
CC1CCC(NC(=O)c2ccc3nc[nH]c3c2)CC1 (centres undefined),-3,1%,0,14%,4%,15%,-3%,14%,-3
C/C=C/c1ccc(OCC(=O)Nc2ccncc2)c(OC)c1,-10,14%,5,-26%,-21%,u,-3%,-27%,33
Cc1cc(C)cc(NC(=O)CSc2nc3[nH]ncc3c(=O)[nH]2)c1,1,14%,3,u,u,0%,u,6%,3
Cc1cccc(C)c1NC(=O)COc1ccc2c(C)c(Cc3ccccc3)c(=O)oc2c1,2,-1%,9,10%,6%,-19%,-1%,1%,0
Cc1cccc(-n2nc3c(c2NC(=O)c2ccco2)CS(=O)C3)c1C (centres undefined),3,0%,2,14%,27%,u,-6%,1%,-3
O=C(NC1CCCCC1)c1cc(F)cc2c1OCOC2,1,10%,-2,-3%,0%,-10%,-1%,0%,12
CC(NC(=O)C(C)N1c2cccc3cccc(c23)S1(=O)=O)c1ccccc1 (centres undefined),-20,13%,-5,-5%,-9%,5%,-91%[inhibitor],-9%,-6
COc1cc2[nH]c(=O)n(CCCC(=O)NC3CCCCC3)c(=O)c2cc1OC,55,-2%,13,9%,2%,2%,-6%,-13%,2
Cc1ccc(OC(=O)c2ccc(N3CCOCC3)c([N+](=O)[O-])c2)cc1,-6,1%,-5,-6%,-1%,-1%,-8%,18%,-24
O=C(O)c1cccc(NC(=O)c2cccc(NC(=O)C3CCCO3)c2)c1 (centres undefined),-8,-9%,2,-1%,22%,-10%,1%,3%,-13
C/C(=N/Nc1ccc([N+](=O)[O-])cc1)c1ccc(C)cc1C,-81*,-14%,-9,-1%,-13%,u,u,u,u
O=C(CC1SCCNC1=O)NCc1ccccc1 (centres undefined),20,-6%,-7,-1%,7%,-1%,x,28%,0
CC(=O)Nc1ccc(S(=O)(=O)N(CC(=O)O)Cc2ccccc2)cc1,24,-12%,3,13%,19%,8%,-2%[9.22 µM],13%,-20
O=C1Oc2ccccc2C(=O)/C1=C/c1ccccc1O,0,0%,-4,22%,-15%,-8%,u,-17%,0
C=CCN(CC=C)S(=O)(=O)c1ccc(C(=O)Nc2nnc(COC)o2)cc1,0,-7%,3,-21%,u,-1%,u,-8%,-2
COc1ccc(C=C2C(=O)OC(C)(C)OC2=O)cc1OC,-1,-14%,-2,-2%,-1%,-21%,2%,0%,0
CC1(C(=O)NS(=O)(=O)c2cccc(C#N)c2)CCN1C(=O)Cc1cc(F)ccc1F (centres undefined),13,-5%,2,19%,8%,6%,x,-1%,-11

# Molecules listed so far containing an NH in an aromatic ring:
SMILES,IL1B secr inh,GLP1R ag,DRD3 agonist,HT1080NT lethal,HT1080 IDH1KD tx,KB-3-1 tox,SW480 rereplic,KB-V1 cytotox,DRD3 antagonist
Cc1cc(=O)[nH]c(SCC(=O)Nc2cc(S(=O)(=O)N3CCCC3)ccc2Cl)n1,35,-2%,-2,-5%,-7%,-2%,4%,6%,7
O=c1cc(CSc2nnc(-c3ccco3)o2)c2ccccc2[nH]1,-4,31%,7,11%,u,3%,-2%,-9%,15
CC1CCC(NC(=O)c2ccc3nc[nH]c3c2)CC1 (centres undefined),-3,1%,0,14%,4%,15%,-3%,14%,-3
Cc1cc(C)cc(NC(=O)CSc2nc3[nH]ncc3c(=O)[nH]2)c1,1,14%,3,u,u,0%,u,6%,3
COc1cc2[nH]c(=O)n(CCCC(=O)NC3CCCCC3)c(=O)c2cc1OC,55,-2%,13,9%,2%,2%,-6%,-13%,2

# (continued)
SMILES,IL1B secr inh,GLP1R ag,DRD3 agonist,HT1080NT lethal,HT1080 IDH1KD tx,KB-3-1 tox,SW480 rereplic,KB-V1 cytotox,DRD3 antagonist
CN(C(=O)CC1C(=O)NCCN1CC(c1ccccc1)c1ccccc1)C(C1CC1)C1CC1 (centres undefined),-28,20%,1,19%,3%,0%,-2%,-32%,3
O=C1CSC(=S)N1N=Cc1cccc2ccccc12,9,-1%,5,10%,18%,4%,-5%,-15%,35
CCOc1ccccc1NS(=O)(=O)c1ccc2c(c1)N(C)CCO2,47,16%,5,10%,0%,6%,-6%,-1%,-7
CCOc1cc(C)c(Cl)cc1S(=O)(=O)NCC1CCCO1 (centres undefined),3,0%,-4,3%,7%,6%,-5%,0%,32
C[C@@H]1CCCCO[C@H](CN(C)C(=O)Nc2ccc3c(c2)OCO3)[C@@H](C)CN([C@H](C)CO)C(=O)c2cc(NS(=O)(=O)c3ccc(F)cc3)ccc2O1,-29,3%,1,-12%,-3%,u,x,5%,3
O=C(O)c1cccn1Cc1ccccc1F,-9,-3%,-11,18%,3%,6%,-5%,16%,-14
COc1ccc(C(C(=O)NCc2ccccc2)n2c(=O)c(-c3ccco3)nc3ccccc32)cc1 (centres undefined),0,x,-6,u,21µM*,u,x,u,-17
CCCOc1cccc(C2C(C(=O)c3ccc(C)o3)=C(O)C(=O)N2CCN2CCOCC2)c1 (centres undefined),19,-1%,1,0%,9%,1%,-10%,-7%,-4
COC(=O)c1ccccc1NC(=O)CCNC(=O)Cn1cnc2ccccc2c1=O,20,-4%,-20,9%,6%,4%,-3%,-8%,2
CC(CNC(=O)c1ccc2c(c1)OCO2)c1ccc([N+](=O)[O-])cc1 (centres undefined),10,5%,-11,0%,-5%,-13%,-1%,u,-2
CC1(C)CC(C(CCN(Cc2ccccc2)C(=O)c2ccco2)c2ccc(F)cc2)CCO1 (centres undefined),-52*,-29%,48*,u,u,u,-77%[inhibitor],9.2µM*,35
C/C(CC(=O)Nc1ccc(Cl)c(Cl)c1)=N\NC(N)=S,-3,-6%,-1,-3%,-13%,1%,-13%,17%,u
N#CCCN1CCN(S(=O)(=O)c2ccc(C3CCCCC3)cc2)CC1,0,7%,-1,-4%,-3%,-15%,-2%,-9%,8
Cc1cc(NC(=O)c2ccc([N+](=O)[O-])cc2)n(C)n1,26,10%,-2,-28%,8%,-1%,-138%,19%,-6
COc1ccccc1C(=O)N(Cc1cccs1)C1CCS(=O)(=O)C1 (centres undefined),8,-6%,7,13%,3%,17%,-2%[9.22 µM],15%,2
CCOC(=O)[C@H]1[C@H]2COc3ccc(Br)cc3[C@@H]2N2C(=O)c3cc(OC)c(OC)cc3NC(=O)[C@@]12C,u,21%,5,-28%,-15%,-4%,11%,7%,6
Cc1ccc(S(=O)(=O)[N-]c2nc3ccccc3nc2-n2cc[n+](CCC(C)C)c2)cc1,u,1%,-4,-25%,-4%,-12%,17%,-5%,-14
CCOC(=O)c1ccc(NC(=O)C2C3CCCCC32)cc1 (centres undefined),-64*,-2%,0,-13%,-28%,-4%,18%,-13%,-10
CC(C)N(C)CCOC(=O)C1COc2ccccc2O1 (centres undefined),20,-7%,6,-3%,-2%,-20%,-18%,u,-1
COc1cccc(OCC(=O)NCCS(=O)(=O)N2CCN(c3ccccc3)CC2)c1,21,-4%,1,9%,11%,-2%,x,0%,14
Cn1c(-c2ccc3nc(N)sc3c2)nc2cc(N)ccc21,-24,6%,-2,0%,0%,8%,7%,4%,-14
O=c1c2ccccc2c2ccccc2c(=O)n1CC1CCCO1 (centres undefined),28,-1%,3,1%,5%,11%,-1%,6%,-8
COC(=O)c1cc(=O)nc2sc3cc(OC)ccc3n12,7,4%,0,17%,18%,-3%,5%,16%,-28
COCC(=O)Nc1nnc(-c2ccc(C(C)(C)C)cc2)s1,0,4%,0,-8%,-4%,2%,-6%,-1%,-9
CNC(=O)CCc1[nH]c2ccccc2c1Sc1ccccc1,23,6%,0,3%,-3%,-12%,22%,u,-6
# Further entries follow:
SMILES,IL1B secr inh,GLP1R ag,DRD3 agonist,HT1080NT lethal,HT1080 IDH1KD tx,KB-3-1 tox,SW480 rereplic,KB-V1 cytotox,DRD3 antagonist
Cc1ccc(CN(C)C(=O)CCc2nc3sc4c(c3c(=O)[nH]2)CCCC4)o1,1,8%,4,-15%,-4%,-5%,u,-15%,-11
O=C(CN1CCc2ccccc21)NCc1ccccc1Cl,-5,0%,-6,-2%,2%,21%,x,u,-5
O=C1NC[C@@H](CCCCN2C[C@H](Cc3ccc(O)cc3)N(CCc3ccc(O)cc3)C(=O)C2=O)N(CCc2ccccc2)C1=O,4,6%,-5,11%,20%,15%,x,-4%,0
CC(C)[C@H](NC(=O)c1ccccc1)C(=O)OCc1nc2scc(-c3ccccc3)c2c(=O)[nH]1,-4,-6%,8,1%,-13%,12%,-2%,u,33
COc1ccc(NC(=O)C2(C)Cc3c(-c4cccc(NC(C)=O)c4)ccnc3O2)cc1 (centres undefined),49,1%,-13,u,u,u,x,0%,u
COc1ccc(/C=C(\NC(=O)c2ccccc2)C(=O)NCc2cccnc2)cc1,-3,1%,0,0%,0%,-2%,-3%,3%,1
